West Nile virus CPE: West Nile virus antiviral activity, cell-based, CPE readout (AID 1621); West Nile virus-infected cells, CPE inhibition; higher % means a stronger effect; CPE inhibition, % at 10 µM; hits with a dose series show IC50 in µM; 0.02% of 290,000 active; in the data active means a potency from the dose series; further: strong numbers were not always called active
GPR55 LPI antagonism: GPR55 antagonists blocking LPI-driven arrestin recruitment, primary screen, imaging, U2OS, beta-arrestin-GFP, LPI agonist (AID 2013); U2OS GPR55 beta-arrestin-GFP translocation imaging, LPI antagonism; higher % means a stronger effect; inhibition, % at 10 µM; hits with a dose series show IC50 in µM; 0.13% of 290,000 active;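 active means spots per cell inhibited over 60%, with over 100 cells counted and total cytoplasm intensity under 500,000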;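 further: U2OS cells stably carrying GPR55 and arrestin-GFP stimulated by 5 µM LPI near EC80; imaged beta-arrestin-GFP aggregate spots per cell after agonist stimulation; plate controls were LPI-stimulated DMSO wells for no effect and DMSO wells without LPI for full effect; some results filed as inactive read as strong as hits; confirmed hits need IC50 under 10 µM and bright autofluorescent wells are also inconclusive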
KOR beta-arrestin-1: KOR agonists, beta-arrestin recruitment, primary screen, cell-based, luminescence, uHTS (AID 1777); Kappa-type opioid receptor (Homo sapiens); KOR beta-arrestin recruitment, luminescence; higher % means a stronger effect; one-dose activation, % at 10 µM; EC50 in µM for titrated hits; 0.02% of 280,000 active; in the data active means activation above about 50%, passing the limit was not always enough; further: a part of the inactive calls stands beside numbers as strong as those of hits
NTR1 agonist: agonists of NTR1, primary screen, imaging, U2OS cells, beta-arrestin-GFP, high content (AID 493036); activation, % at 20 µM; NTR1-U2OS beta-arrestin-GFP spot imaging, agonist mode; 0.17% of 330,000 active;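 active means activation at or above 40% of the spot to cytoplasm intensity ratio, with at least 20 cells analyzed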;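 further: 0% = DMSO without peptide and 100% = 100 nM NTR1 peptide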
Target sequence (P30989 whole entry, looked up): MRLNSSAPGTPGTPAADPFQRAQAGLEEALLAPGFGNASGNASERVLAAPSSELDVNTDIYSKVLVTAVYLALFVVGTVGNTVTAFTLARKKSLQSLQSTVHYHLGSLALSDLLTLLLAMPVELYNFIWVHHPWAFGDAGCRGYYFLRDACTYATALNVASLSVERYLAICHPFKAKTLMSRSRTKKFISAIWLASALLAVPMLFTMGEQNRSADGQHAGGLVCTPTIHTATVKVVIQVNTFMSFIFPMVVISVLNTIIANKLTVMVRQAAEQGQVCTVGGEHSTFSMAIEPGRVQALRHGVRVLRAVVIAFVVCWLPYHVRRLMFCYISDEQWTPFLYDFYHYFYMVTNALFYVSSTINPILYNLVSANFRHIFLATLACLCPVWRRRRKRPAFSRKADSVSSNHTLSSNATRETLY
T cell modulator: modulators of CD8 T cell-vesicle binding, primary screen, mouse 2C CD8+ T cells, flow cytometry; 2C CD8+ T cell-vesicle binding; hits give low values; calls only at 7 µM; 0.068% of 330,000 active; AID 2052, 2009;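 active means response, share of CD8 T cells binding vesicles, and their 90th percentile fluorescence all below set limits, cut at about 80% in these data, passing the limit was not always enough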
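Test system: purified 2C TCR transgenic mouse naive CD8+ T cells. Probe or stimulus: QL9-peptide-loaded Drosophila micro-vesicles bearing Ld, ICAM-1 and B7-1. Incubation: binding step 1.5 h, 37 °C, antibody labelling 20 min, ice. Measured by: flow cytometry of vesicle-bound cells.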
Salmonella PhoP GFP: inhibitors of PhoP regulon expression, primary screen, Salmonella Typhimurium, GFP reporter (AID 1863); S. Typhimurium PhoP-regulated promoter GFP reporter, 4 h; higher % means a stronger effect; inhibition, % at 50 µM; hits with a dose series show IC50 in µM; 0.16% of 300,000 active;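 active means inhibition over 29.93%, a cutoff 3 SD above the screen mean, later confirmed by dose response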;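 further: 0% = low Mg2+ inducing control and 100% = high Mg2+ repressing control; strong numbers were not always called active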
GPR35 arrestin U2OS: GPR35 antagonists blocking zaprinast-driven arrestin recruitment, primary screen, imaging, U2OS, beta-arrestin-GFP, zaprinast agonist (AID 2058); G-protein coupled receptor 35 (Homo sapiens); U2OS GPR35 beta-arrestin-GFP translocation imaging, zaprinast antagonism; higher % means a stronger effect; inhibition, % at 10 µM; hits with a dose series show IC50 in µM; 0.052% of 290,000 active;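 active means inhibition of at least 50% with at least 30 cells and total cytoplasm GFP at most 10,000,000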
GPR55 activation: GPR55 agonists via beta-arrestin recruitment, primary screen, imaging, U2OS cells, beta-arrestin-GFP redistribution (AID 1961); U2OS GPR55 beta-arrestin-GFP redistribution imaging; higher % means a stronger effect; G-protein coupled receptor 55 (Homo sapiens); one-dose activation, % at 10 µM; EC50 in µM for titrated hits; 0.048% of 290,000 active;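 active means activation above 40% with more than 50 cells counted in the well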;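 further: U2OS osteosarcoma cells stably expressing GPR55 and beta-arrestin-GFP; plate controls were DMSO negative control for no effect and LPI positive control for full effect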
KOR beta-arrestin-2: KOR antagonists, beta-arrestin recruitment, cell-based, luminescence, uHTS (AID 1778); inhibition, % at 10 µM, or IC50 in µM where a hit was titrated; 0.091% of 290,000 active; Kappa-type opioid receptor (Homo sapiens); KOR beta-arrestin recruitment, luminescence, antagonist mode; higher % means a stronger effect; in the data active means inhibition above about 50%; further: strong numbers were not always called active
T cell modulator vesicle-bound %: further read-out of T cell modulator, marked with its call; double positive events, %; measured here: CD8+ vesicle-bound cell fraction;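 binding gate set so that unloaded-vesicle control wells show 10% double positive cells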
NTR1 agonist cell count 20 µM: further read-out of NTR1 agonist, marked with its call; cell count; measured here: cell count, cytotoxicity flag
Numbers without * were called inactive; i = inactive; x = not tested or not shown; [ ] = dose if it differs, or a comment.

SMILES	West Nile virus CPE	GPR55 LPI antagonism	KOR beta-arrestin-1	NTR1 agonist	NTR1 agonist cell count 20 µM	T cell modulator	T cell modulator vesicle-bound %	Salmonella PhoP GFP	GPR35 arrestin U2OS	GPR55 activation	KOR beta-arrestin-2
CCOc1ccc(/C=N/N2C(=O)C(CC(=O)Nc3ccc(F)cc3F)SC2=NC)cc1OC (stereo unspecified)	-0.4%	-2.9%	-1.2%	4.4	100	i	59.9	-11.5%	-8.0%	-0.2%	6.7%
CCCCN(CC)CCNC(=O)Cn1cnc2sc(C)c(S(=O)(=O)N3CCOCC3)c2c1=O	-0.5%	8.0%	-1.3%	1.9	98	i	55.0	-1.7%	10.5%	-0.1%	-15.5%
CCc1cc(SC#N)cc(CC)c1NC(=O)CCl	-0.2%	8.9%	9.9%	16.5	56	i	47.9	-2.2%	4.5%	-0.1%	-24.5%
CC(C)c1nc2cc(C(=O)N3CCN(c4cnccn4)CC3)ccc2o1	-0.6%	3.1%	2.7%	-0.4	46	i	48.5	7.4%	-5.2%	-0.2%	8.4%
COCc1nnc(NC(=O)c2ccc(S(=O)(=O)N(C)C3CCCCC3)cc2)o1	-0.6%	-8.3%	6.1%	1.5	63	i	44.1	10.9%	7.5%	0.2%	-4.4%
CCOC(=O)c1c(NC(=O)CSc2nnnn2-c2ccc3c(c2)OCO3)sc(C)c1C	-0.6%	2.7%	3.8%	-1.3	44	i	9.9	-0.1%	2.6%	0.3%	-0.8%
C=CCn1nnnc1-c1cccc(Cl)c1	0.0%	3.2%	5.1%	2.5	43	i	8.5	3.6%	9.8%	-0.4%	11.4%
COc1ccc(N/C=C(\C=C\C#N)S(=O)(=O)c2ccccc2)cc1	-0.7%	-0.4%	-2.9%	5.7	68	i	50.6	12.4%	1.3%	0.0%	8.6%
Cc1ccc(Nc2ccc([N+](=O)[O-])cn2)cc1Cl	-1.1%	-4.5%	-1.9%	0.0	60	i	54.9	-3.9%	-5.4%	-0.2%	9.8%
CCOC(=O)C(CCCCOc1ccc([N+](=O)[O-])cc1)C(=O)OCC	0.5%	-2.6%	8.3%	0.3	58	i	59.0	19.8%	-16.9%	0.0%	15.1%
Cn1c(=O)cc(C(=O)N/N=C/c2ccc(Cl)cc2)[nH]c1=O	0.1%	-1.2%	-4.2%	-0.6	58	i	26.1	1.0%	-13.2%	-0.1%	28.8%
Cc1cc(C(=O)Cn2nc(C(=O)O)c3ccccc3c2=O)c(C)n1C1CC1	-0.6%	3.9%	24.0%	2.9	68	i	54.4	9.8%	-13.5%	-0.5%	-5.2%
C[n+]1c2n(c3ccccc31)N=C(c1cc(C(C)(C)C)c(O)c(C(C)(C)C)c1)CS2	0.1%	22.7%	x	16.2	44	i	42.0	-4.4%	-0.8%	-0.1%	-33.4%[20 µM]
C=CCn1c(N)c(C(=O)Nc2ccccc2OC)sc1=S	0.2%	-2.6%	-0.5%	1.0	86	i	44.6	-10.6%	-1.0%	-0.1%	-1.9%
CCc1nnc2c(NCCc3ccc(OC)c(OC)c3)nc3ccccc3n12	0.5%	-6.1%	-2.5%	4.6	99	x	x	x	-4.3%	0.5%	-7.3%
CCOc1ccc(NC(=O)CC(Cc2cc(C)cc(C)c2)C(=O)O)cc1 (stereo unspecified)	0.1%	2.2%	-6.7%	-0.7	87	i	24.0	6.8%	13.4%	0.0%	3.7%
Cc1cccc(N=c2oc3cc(O)ccc3cc2C(N)=O)c1	2.5%	28.0%	1.3%	-2.9	41	i	5.0	-2.4%	-3.2%	-0.1%	11.5%
O=C(N/N=C/c1ccc(Br)o1)c1cccnc1	-0.1%	3.9%	7.3%	-0.6	39	i	49.6	-1.0%	-5.8%	0.1%	27.1%
COc1ccc(Nc2nc3ccccc3nc2C)cc1	11.8%	-3.8%	-0.1%	4.3	53	i	49.8	13.8%	-7.3%	9.4%	-14.1%
CCN(CC)CCCNC(=O)c1ccc2c(SCC(=O)O)c3c(nc2c1)CCC3	-0.3%	12.0%	2.2%	0.2	55	i	16.2	8.3%	-4.7%	0.4%	17.9%
CC(=O)N1CC2(C)CN(C(C)=O)CC(C)(C1)C2	0.0%	3.3%	3.6%	-0.9	93	i	29.6	-1.6%	28.3%	-0.2%	-4.6%
Cc1ccc(NC(=O)C(=O)Nc2ccccn2)cc1	0.2%	2.9%	13.3%	-0.3	65	i	32.9	-15.8%	-12.4%	-0.3%	8.0%
O=C(Nc1ccc2c(c1)nc1n2CCSC1)c1ccco1	-0.2%	-4.6%	-4.0%	0.9	75	i	23.7	6.0%	-5.4%	0.2%	4.0%
CC(C)OCCCNC(=O)CN1C(=O)/C(=C/c2ccccc2)Sc2ccccc21	-0.7%	8.4%	9.3%	3.5	61	i	44.6	-3.6%	-8.9%	0.6%	16.4%
O=C(CN1CCCCC1)NNc1nc(-c2ccccc2)c2cc(Cl)ccc2n1	-0.2%	0.9%	1.0%	0.0	34	i	41.7	-5.6%	-16.3%	-0.1%	-62.3%[20 µM]
CCOC(=O)N1CCC(NC(=O)c2ccc3c(c2)N(C)C(=O)/C(=C/c2cccc(OC)c2)S3)CC1	1.0%	13.6%	-0.6%	5.3	65	i	20.3	-5.9%	7.8%	-0.1%	-12.5%
C=CCN(C(=O)COc1ccccc1)c1nnc(-c2ccncc2)s1	-0.3%	1.7%	5.4%	1.9	56	i	65.3	-0.7%	-5.3%	0.0%	-1.0%
Cc1cc(N/N=C(/CCC(=O)O)C(=O)O)nc2ccccc12	-0.5%	11.1%	2.6%	-0.3	82	i	55.9	1.9%	-5.4%	-0.3%	-7.8%
CCS(=O)(=O)N1Cc2ccccc2CC1C(=O)N1CCN(c2ccccc2)CC1 (stereo unspecified)	0.0%	-15.7%	1.3%	1.4	82	i	40.4	-9.5%	-6.9%	0.2%	-11.5%
CCN(CC)CCNC(=O)C1c2ccccc2C(=O)N(CCOC)C1c1ccc(F)cc1 (stereo unspecified)	-0.9%	4.3%	-4.3%	-1.4	68	i	36.6	-6.5%	10.1%	-0.1%	10.1%
CC(=O)C1=C(C)NC2=C(C(=O)c3ccccc32)C1c1ccccc1 (stereo unspecified)	0.9%	3.2%	-8.2%	2.7	30	i	29.7	-7.3%	0.7%	0.1%	19.3%
CC(C)(C)CC(C)(C)NCC(O)COCCOc1ccc(Br)cc1 (stereo unspecified)	-1.6%	28.2%	4.3%	2.8	48	i	48.7	4.0%	6.3%	-0.3%	-46.6%
Cc1onc(-c2ccccc2Cl)c1C(=O)Nc1ccc(OCC(=O)N2CCOCC2)cc1	0.3%	11.5%	6.9%	-0.2	90	i	17.9	3.6%	21.9%	-0.3%	7.7%
O=C(Nc1ccccc1N1CCCCC1)c1cnccn1	-0.5%	-11.3%	2.1%	3.8	23	i	41.4	-5.5%	-1.4%	0.2%	1.9%
CC(=O)Cc1nsc(NC(=O)c2ccc(-c3cccc(C(F)(F)F)c3)o2)n1	0.0%	10.9%	-3.3%	-0.4	78	i	53.8	16.2%	0.9%	-0.1%	23.9%
COc1ccc(NC(=O)c2cc3nc(-c4ccccc4)cc(-c4ccccc4)n3n2)c(OC)c1	0.9%	11.5%	0.7%	0.7	73	i	55.4	-7.4%	-7.5%	-0.2%	-39.7%
CN(C)S(=O)(=O)c1cccc(NC(=S)Nc2cc(Cl)cc(Cl)c2)c1	0.4%	4.0%	1.3%	1.5	67	i	31.8	23.7%	-3.2%	0.0%	-7.7%
COc1cccc(-n2nc(-c3ccnn3-c3cccc(Cl)c3)c(=O)n(C)c2=O)c1	0.0%	0.8%	1.3%	2.4	67	i	21.7	-7.3%	-1.0%	0.3%	14.0%
Cc1c(Cl)c(-c2n[nH]c(=S)n2-c2ccccc2)nn1C	0.3%	-11.5%	-2.2%	-1.3	50	i	7.8	11.3%	-19.3%	-0.6%	-4.2%
COc1ccc(OC)c2c1sc(=NC(=O)C(C)C)n2C	0.9%	3.1%	-1.2%	4.3	60	i	27.2	2.5%	-7.3%	-0.2%	1.7%

Laid out differently: results already given
SMILES | West Nile virus CPE | GPR55 LPI antagonism | KOR beta-arrestin-1 | NTR1 agonist | NTR1 agonist cell count 20 µM | T cell modulator | T cell modulator vesicle-bound % | Salmonella PhoP GFP | GPR35 arrestin U2OS | GPR55 activation | KOR beta-arrestin-2
C[n+]1c2n(c3ccccc31)N=C(c1cc(C(C)(C)C)c(O)c(C(C)(C)C)c1)CS2 | 0.1% | 22.7% | x | 16.2 | 44 | i | 42.0 | -4.4% | -0.8% | -0.1% | -33.4%[20 µM]
C=CCn1c(N)c(C(=O)Nc2ccccc2OC)sc1=S | 0.2% | -2.6% | -0.5% | 1.0 | 86 | i | 44.6 | -10.6% | -1.0% | -0.1% | -1.9%

The list continues:
SMILES	West Nile virus CPE	GPR55 LPI antagonism	KOR beta-arrestin-1	NTR1 agonist	NTR1 agonist cell count 20 µM	T cell modulator	T cell modulator vesicle-bound %	Salmonella PhoP GFP	GPR35 arrestin U2OS	GPR55 activation	KOR beta-arrestin-2
CCOC(=O)Nc1c(Cl)n(C)c(=O)n(C)c1=O	0.3%	8.4%	0.8%	-0.8	50	i	48.9	-6.5%	-3.2%	0.3%	28.4%
CN(C)C(=O)CNC(=O)C1CCCCC1	0.2%	-7.4%	-4.1%	0.0	65	i	45.4	2.8%	7.2%	-0.4%	16.0%
CCOc1cc(C2NC(=O)NC(c3ccccc3)=C2C(C)=O)ccc1OC(C)=O (stereo unspecified)	-0.8%	0.0%	-6.0%	-0.6	74	i	27.9	-0.7%	31.9%	-0.1%	1.4%[20 µM]
COc1ccccc1C(C#N)N1N=C(C)CC1(C)C (stereo unspecified)	0.1%	2.0%	-7.1%	-1.1	64	i	58.4	-10.5%	10.1%	0.2%	-21.7%[20 µM]
O=C(O/N=C1\CCCc2ccccc21)c1ccc(F)cc1	-0.4%	7.1%	-6.0%	2.2	90	i	47.1	-3.3%	-3.4%	0.3%	26.3%
CC(=O)N1CCN(c2ccccc2NC(=O)COc2ccc(Cl)cc2Cl)CC1	0.1%	4.8%	-0.2%	8.2	72	i	53.6	-2.7%	-13.5%	-0.1%	41.4%
N#CC1=C(SCc2ccccc2)NC2=C(C(=O)CCC2)C1c1ccc2c(c1)OCO2 (stereo unspecified)	1.1%	13.1%	-1.8%	0.6	30	i	47.4	-8.7%	-4.4%	0.3%	6.5%
O=C(/C=C/c1ccc([N+](=O)[O-])cc1)NCc1cccs1	0.2%	-3.5%	-2.6%	0.8	53	i	45.9	-3.9%	2.4%	-0.4%	x

Bioassay records (PubChem BioAssay)
